TDP2 inh: TDP2 (human) inhibition, absorbance primary screen. recombinant TDP2, T5PNP hydrolysis, p-nitrophenol absorbance 415 nm. 0.34% of 370,000 active. inhibition, % at 12.8 µM. O95551;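 active means inhibition above the mean of all tested compounds plus 3 SD, set per campaign, cut at about 25% in these data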;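 further: 0% = DMSO with enzyme and 100% = buffer with substrate but no TDP2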
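Material: recombinant human TDP2; quantity: TDP2 enzyme at 120 nM final; medium: Tris-HCl pH 7.5 with MgCl2; compound: single concentration, 12.8 µM nominal, with 1% DMSO; incubation: 2 h enzyme incubation at 37 °C; signal: epi absorbance; measure: percent inhibition; benchmarks: high control without enzyme, low control DMSO plus TDP2; repeats: singlicate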
Tn7 DDE FP: DD(E)-Tn7 binding inhibition, primary FP screen; FP displacement of FITC-Tn7 peptide from fibrin DD(E); 0% = median of compound wells per plate; 0.13% of 370,000 active; inhibition, % at 8.3 µM; AID 720508;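 active means inhibition above the mean of compounds falling within the control limits plus 3 SD of them, cut at about 14% in these data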;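 further: 0% = plate median of compound wells and 100% = 10 µM Aha-Tn7 peptide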
Target sequence (P02675 whole entry, looked up): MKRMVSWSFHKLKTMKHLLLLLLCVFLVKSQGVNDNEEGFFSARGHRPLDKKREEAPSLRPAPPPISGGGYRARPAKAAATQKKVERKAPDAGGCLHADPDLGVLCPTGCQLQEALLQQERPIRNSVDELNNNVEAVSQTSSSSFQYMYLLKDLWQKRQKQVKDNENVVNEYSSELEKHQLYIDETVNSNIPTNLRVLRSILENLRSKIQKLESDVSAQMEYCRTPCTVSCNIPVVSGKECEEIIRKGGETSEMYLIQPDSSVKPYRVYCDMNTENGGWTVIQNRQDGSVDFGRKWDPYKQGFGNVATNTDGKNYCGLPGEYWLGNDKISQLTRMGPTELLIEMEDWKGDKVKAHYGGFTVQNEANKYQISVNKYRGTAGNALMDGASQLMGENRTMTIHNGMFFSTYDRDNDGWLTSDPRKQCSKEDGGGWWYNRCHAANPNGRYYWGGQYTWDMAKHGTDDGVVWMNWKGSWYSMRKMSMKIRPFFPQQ
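Assay system: Human clot-derived fibrin DD(E) complex | Buffer or medium: Tris/NaCl/CaCl2 buffer, pH 7.8 | Repeats: One replicate per compound | Benchmarks: Aha-Tn7 high control | Measure: % inhibition scaled between sample-field median and high-control FP | Schedule: 10 min plus 3 h, room temperature | Signal: Fluorescence polarization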
LEDGF integ inh: blocks HIV-1 LEDGF/p75-dependent DNA integration | TR-FRET IN-LEDGF/p75 DNA integration, Eu/Cy5 | inhibition, % at 3.7 µM | 0.64% of 370,000 active | AID 743269;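 active means inhibition above the screen-wide mean plus 3 SD, cut at about 13% in these data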;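 further: signal is the Cy5 over europium emission ratio at 671 and 618 nm; 0% = plate median of compound wells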
PRMT1 FP inh: PRMT1 (human) inhibition, primary screen; Q99873; recombinant PRMT1, activity-based probe fluorescence polarization; inhibition, % at 2.79 µM; 1.3% of 370,000 active; AID 652257;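 active means inhibition above about 21% made by adding two undisclosed values, limit read from the data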
Target sequence (Q99873 whole entry, looked up): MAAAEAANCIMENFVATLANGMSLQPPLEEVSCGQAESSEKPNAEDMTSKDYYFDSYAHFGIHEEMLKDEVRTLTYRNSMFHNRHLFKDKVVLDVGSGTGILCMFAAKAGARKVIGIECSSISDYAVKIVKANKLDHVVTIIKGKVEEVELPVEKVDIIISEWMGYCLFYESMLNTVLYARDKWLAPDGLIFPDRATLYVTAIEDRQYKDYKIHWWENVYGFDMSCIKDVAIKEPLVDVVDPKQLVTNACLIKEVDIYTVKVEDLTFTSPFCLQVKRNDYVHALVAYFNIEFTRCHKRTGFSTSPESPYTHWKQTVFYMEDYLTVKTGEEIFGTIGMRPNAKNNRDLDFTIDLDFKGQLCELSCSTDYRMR
KLK7 zymogen act: proKLK7 (human) activation, primary screen; purified proKLK7, EDANS-DABCYL substrate fluorescence; 100% is mature enzyme control, 0% vehicle; 0.9% of 370,000 active; activation, % at 7 µM; AID 652039; P49862;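 active means activation above the mean of all tested compounds plus 3 SD, computed per campaign excluding outliers beyond control limits, cut at about 13% in these data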
SIAE inh: inhibitors of human sialic acid acetylesterase SIAE; Q9HAT2; SIAE FP-Rh probe binding, fluorescence polarization; inhibition, % at 9.66 µM; 0.69% of 370,000 active; AID 1053197;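 active means inhibition above a cutoff: mean of compounds within the control limits plus 3 SD of those, cut at about 17% in these data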;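 further: 0% = plate median of compound wells and 100% = probe without SIAE protein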
TCR-CD3 inh: inhibitors of human TCR-CD3 interaction; TAMRA-labeled TCR probe fluorescence, biochemical; inhibition, % at 9.4 µM; 0.37% of 360,000 active; in the data active means inhibition above about 19%;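 further: recombinant mutant TCR 2C K166C tagged with TAMRA read by polarization; 0% = receptor in buffer alone and 100% = receptor with positive control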
UHRF1 binding: human UHRF1 methylated DNA binding inhibitors; 0.75% of 370,000 active; Q96T88; UHRF1 binding to methylated oligo, TR-FRET; inhibition, % at 4.4 µM; in the data active means inhibition above about 21%;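 further: UHRF1 SRA domain binding a hemimethylated CpG hairpin DNA probe; 0% = median of test compound wells and 100% = reference inhibitor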
Tn6 DDE FP: disrupts Tn6 cyclic peptide binding to fibrin D-Dimer-E complex | P02675 | Fibrin DD(E) TRITC-Tn6 fluorescence polarization displacement | AID 720509 | inhibition, % at 8.3 µM | 0.21% of 370,000 active;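 active means inhibition above a per-campaign cutoff: mean of compounds within control limits plus 3 SD, cut at about 15% in these data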;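 further: 0% = median of all compound wells on the plate and 100% = blocking peptide control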
MBD2 DNA inh: blocks human MBD2 binding to methylated DNA; inhibition, % at 4.4 µM; AID 686964; TR-FRET, MBD2 binding to methylated oligonucleotide; 0.31% of 370,000 active; in the data active means inhibition above about 13%
Starred values were filed as active, the others as inactive.

SMILES	TDP2 inh	Tn7 DDE FP	LEDGF integ inh	PRMT1 FP inh	KLK7 zymogen act	SIAE inh	TCR-CD3 inh	UHRF1 binding	Tn6 DDE FP	MBD2 DNA inh
O=C(CCNC(=O)c1ccccc1Cl)NCc1ccncc1	-6	2	-5	1	-0.3	5	-5	0	-2	3
CN(Cc1ccco1)C(=O)Cn1ncc2c([nH]c3ccccc32)c1=O	-1	-3	-8	2	0.6	0	-2	2	1	-2
CCCNC(=O)C1(C)CCN(C(=O)c2cc(F)cc(F)c2)C1 (stereo not drawn)	0	0	-1	-3	-0.1	3	-5	3	-8	3
O=Cc1s/c(=N\S(=O)(=O)c2ccccc2)n(CCCCl)c1Cl	-4	-1	1	43*	-0.3	-6	4	0	3	-2
CCc1c(-c2cccc(Cl)c2)ncn1CCc1ccccc1OC	0	0	-1	2	0.3	-4	-2	-1	1	2
Cc1ccc(CNC(=O)Nc2cccc(C)c2)cc1	15	-3	2	-1	-0.1	1	0	-2	7	0
O=C(OCCCN1CCOCC1)c1ccc(O)c(O)c1	-14	8	-10	1	-0.1	-3	-5	1	-2	-5
Cc1ccc(NC(=O)C2CCCN2C(=O)NC2CCCCC2)cc1F (stereo not drawn)	11	-5	1	-1	0.5	0	-3	1	-3	6
COC(=O)[C@]12C[C@H](CC(=O)N3CCC(c4ccccc4)CC3)C(=O)N(CCc3ccc(OC)c(OC)c3)C1=C[C@H](C(C)(C)C)O[C@@H]2C	4	1	0	-1	-0.3	9	3	-1	-7	-2
Cc1ccc(O)c(NC(=O)c2cc(C)no2)c1	-4	-2	2	0	-0.5	2	-3	3	-8	-3
CCOc1ccc(C(=O)Nc2nc(C)c(C(=O)OC)s2)cc1	0	7	0	3	0.3	-4	-5	4	-7	6
NC(=O)C1(N2CCCCC2)CCN(Cc2ccc(F)cc2)CC1	1	5	0	-4	-0.3	2	9	-2	0	3
O=C(Nc1ccccc1Cl)c1ccccc1S(=O)(=O)c1ccccc1[N+](=O)[O-]	0	5	-2	1	0.3	2	-2	4	-6	-3
CS(=O)(=O)c1ccc(C(=O)Nc2ccc(N3CCCCC3)cc2)c(Cl)c1	3	6	12	-3	0.3	-2	7	1	9	-1
COc1ccc(N2C(=O)N(Cc3ccc(C)cc3)c3ccccc3S2(=O)=O)cc1	-1	-1	-1	-2	0.2	-2	3	-1	6	-4
CCNC(=O)C1CCCN1S(=O)(=O)c1ccc2ccccc2c1 (stereo not drawn)	-4	-2	-6	2	-0.3	0	2	2	-4	2
CCOC(=O)C1CCN(C(=O)CN(c2cccc(C(F)(F)F)c2)S(C)(=O)=O)CC1	-4	1	-3	-3	0.7	5	5	-1	-4	-5
CCC(C)c1ccc(NC(=O)COC(=O)C2CCCC2)cc1 (stereo not drawn)	-7	0	-1	-2	0.0	0	-3	-2	-3	-1
Cc1ccc(NC(=O)CSc2nnc(NC(=O)C3CC3)s2)cc1C	-15	7	1	-6	0.1	3	-2	3	10	-3
CC(C)(C)c1ccc(OCC(=O)NCC(c2cccs2)N2CCOCC2)cc1 (stereo not drawn)	-21	-5	5	-3	-0.3	-4	-8	-1	5	-4
CCOC(=O)c1c(NC(=O)CN2CCN(C(=O)c3ccco3)CC2)sc(C(N)=O)c1C	3	2	-4	-2	0.0	4	-1	-2	9	0
CC(C)COc1nc2c(c(=O)n(C)c(=O)n2C)n1C	-3	-5	2	-2	-0.2	0	1	-3	-4	1
O=C(O)c1ccc(/C=N/N2CCN(c3ccccc3)CC2)cc1	12	-1	3	-1	0.4	-1	1	-4	-3	-2
CN1CCCC1(C)C(=O)Nc1ccc(-n2cccc2)cc1 (stereo not drawn)	-7	-9	1	-8	-0.5	-1	2	12	0	4
CC(C)c1ccc(C(=O)Nc2ccc(N3CCOCC3)cc2)cc1	1	-5	2	-3	0.0	17	-1	-2	-11	-1
Cc1ccc(-n2c(C)cc(C)c(C#N)c2=O)cc1	1	11	1	0	0.1	-5	0	2	1	4
O=C(CCc1nc2ccccc2c(=O)[nH]1)Nc1ccc(F)c([N+](=O)[O-])c1	-2	-2	7	12	0.0	3	-2	-3	-2	2
CCOC(=O)c1cc(C(C)(C)C)nc(SC)c1C#N	7	3	-2	2	0.1	-6	-7	-1	4	7
CCOC(=O)CSc1nc(N)c(C#N)c(CC(C)C)c1C#N	-6	-4	4	1	-12	1	5	1	-1	4
Cc1ccc(C(=O)N/N=C\c2ccc(OC(=O)c3cccs3)cc2)cn1	4	1	-2	3	0.1	-10	-6	4	0	4

An excerpt of these results, with the structure last:
TDP2 inh	Tn7 DDE FP	LEDGF integ inh	PRMT1 FP inh	KLK7 zymogen act	SIAE inh	TCR-CD3 inh	UHRF1 binding	Tn6 DDE FP	MBD2 DNA inh	structure
4	1	0	-1	-0.3	9	3	-1	-7	-2	COC(=O)[C@]12C[C@H](CC(=O)N3CCC(c4ccccc4)CC3)C(=O)N(CCc3ccc(OC)c(OC)c3)C1=C[C@H](C(C)(C)C)O[C@@H]2C
-4	-2	2	0	-0.5	2	-3	3	-8	-3	Cc1ccc(O)c(NC(=O)c2cc(C)no2)c1
0	7	0	3	0.3	-4	-5	4	-7	6	CCOc1ccc(C(=O)Nc2nc(C)c(C(=O)OC)s2)cc1
1	5	0	-4	-0.3	2	9	-2	0	3	NC(=O)C1(N2CCCCC2)CCN(Cc2ccc(F)cc2)CC1
0	5	-2	1	0.3	2	-2	4	-6	-3	O=C(Nc1ccccc1Cl)c1ccccc1S(=O)(=O)c1ccccc1[N+](=O)[O-]
3	6	12	-3	0.3	-2	7	1	9	-1	CS(=O)(=O)c1ccc(C(=O)Nc2ccc(N3CCCCC3)cc2)c(Cl)c1
-1	-1	-1	-2	0.2	-2	3	-1	6	-4	COc1ccc(N2C(=O)N(Cc3ccc(C)cc3)c3ccccc3S2(=O)=O)cc1
-4	-2	-6	2	-0.3	0	2	2	-4	2	CCNC(=O)C1CCCN1S(=O)(=O)c1ccc2ccccc2c1 (stereo not drawn)
-4	1	-3	-3	0.7	5	5	-1	-4	-5	CCOC(=O)C1CCN(C(=O)CN(c2cccc(C(F)(F)F)c2)S(C)(=O)=O)CC1
-7	0	-1	-2	0.0	0	-3	-2	-3	-1	CCC(C)c1ccc(NC(=O)COC(=O)C2CCCC2)cc1 (stereo not drawn)
-15	7	1	-6	0.1	3	-2	3	10	-3	Cc1ccc(NC(=O)CSc2nnc(NC(=O)C3CC3)s2)cc1C
-21	-5	5	-3	-0.3	-4	-8	-1	5	-4	CC(C)(C)c1ccc(OCC(=O)NCC(c2cccs2)N2CCOCC2)cc1 (stereo not drawn)
3	2	-4	-2	0.0	4	-1	-2	9	0	CCOC(=O)c1c(NC(=O)CN2CCN(C(=O)c3ccco3)CC2)sc(C(N)=O)c1C
-3	-5	2	-2	-0.2	0	1	-3	-4	1	CC(C)COc1nc2c(c(=O)n(C)c(=O)n2C)n1C

(next part)
SMILES	TDP2 inh	Tn7 DDE FP	LEDGF integ inh	PRMT1 FP inh	KLK7 zymogen act	SIAE inh	TCR-CD3 inh	UHRF1 binding	Tn6 DDE FP	MBD2 DNA inh
CCCN(Cc1ccccc1)C(=S)Nc1ccc(F)cc1	5	-2	1	-1	0.1	-6	2	1	-8	0
O=c1[nH]c2cc(Cl)cc(Cl)c2[nH]c1=O	-1	-1	2	-3	2.5	1	5	-1	-3	-5
COc1ccc(-c2cc(-c3ccc(OC)cc3)nc(-c3ccc4c(c3)NC(=O)CO4)c2)cc1	-3	-2	-5	-1	-1.8	-9	-7	2	-7	11
COc1ccc(OC)c2[nH]c(C(=O)N/N=C/c3ccccc3O)cc12	-11	12	-2	4	-1.4	35*	18	-1	-3	3
O=C1c2ccc([N+](=O)[O-])cc2C(=O)N1CNc1ccccn1	-4	-3	1	3	0.1	-7	-2	2	0	0
CCCNC(=O)c1ccc(N2CCC3(CC2)CC(c2ccccc2)=NO3)c(NC(=O)c2ccc(Br)cc2)c1	7	4	1	-2	-0.2	-18	2	1	-2	1
N#Cc1cc(-c2ccccc2)c[nH]c1=O	1	-4	1	3	20*	7	0	-1	-1	0
CCO[C@H]1OC(C(=O)NCc2ccccc2)=C[C@@H](c2coc3ccccc3c2=O)[C@@H]1CCCO	-5	3	2	4	-0.4	1	1	3	1	6
CCNc1nc(Oc2ccc(C(=O)OC)cc2)nc(N2CCOCC2)n1	6	-4	-3	0	0.0	0	1	1	0	-1
Cc1cc(C)nc(NS(=O)(=O)c2ccc(NC(=O)c3ccc4c(c3)OCO4)cc2)n1	11	0	0	0	0.2	16	3	-4	0	0
CCCN(CCC)C(=O)C1CC(=O)OC12CCCCC2 (stereo not drawn)	11	3	-1	-2	0.9	2	3	0	-10	2
Cc1cc(C)cc(C(=O)NCCC(=O)NCc2cc(=O)n(C)c(=O)n2C)c1	-4	12	-4	1	-0.1	-5	-1	-2	5	5
CCN(CC(=O)Nc1ccc(NC(C)=O)cc1)C(=O)CN1C(=O)NC2(CCCC2)C1=O	13	-5	2	-3	0.2	-8	5	-4	7	-2
CCC1Sc2ccccc2N(CC(=O)NC2CCCC2)C1=O (stereo not drawn)	10	0	0	-1	-0.2	-4	-5	-2	-10	5
CC(C)OC(=O)c1ccc(N2C(=O)C3CC=CCC3C2=O)cc1 (stereo not drawn)	-6	-2	-3	-1	0.4	5	1	1	0	-4

A different layout for some results above.
canonical_smiles,TDP2 inh,Tn7 DDE FP,LEDGF integ inh,PRMT1 FP inh,KLK7 zymogen act,SIAE inh,TCR-CD3 inh,UHRF1 binding,Tn6 DDE FP,MBD2 DNA inh
O=C(CCNC(=O)c1ccccc1Cl)NCc1ccncc1,-6,2,-5,1,-0.3,5,-5,0,-2,3
CCCN(Cc1ccccc1)C(=S)Nc1ccc(F)cc1,5,-2,1,-1,0.1,-6,2,1,-8,0

Next part
SMILES	TDP2 inh	Tn7 DDE FP	LEDGF integ inh	PRMT1 FP inh	KLK7 zymogen act	SIAE inh	TCR-CD3 inh	UHRF1 binding	Tn6 DDE FP	MBD2 DNA inh
CCOC(=O)Cn1c(=O)oc2cc(S(=O)(=O)Nc3ccc(N(CC)CC)cc3C)ccc21	-6	1	3	9	-0.4	5	0	-7	9	-2
CCCC(=O)OC1CC(C)N(C(=O)c2ccccc2)c2ccc(C)cc21 (stereo not drawn)	5	1	1	1	0.5	-3	-4	2	0	4
Cc1nc2c3cnn(-c4ccccc4)c3ncn2n1	-2	0	-3	0	-0.5	-8	8	-3	0	1
Cc1cc(C)n(C(=O)CNC(=O)c2cccc(Cl)c2)n1	-7	3	2	-3	0.4	2	-2	1	1	-5

High-throughput results from PubChem BioAssay.
